Compound activity (PubChem BioAssay)
PAFAH2 inh – PAFAH2 enzyme inhibitors, primary screen, biochemical, fluorescence polarization, human. Platelet-activating factor acetylhydrolase 2, cytoplasmic (Homo sapiens), Q99487. recombinant PAFAH2, FP-rhodamine activity probe. inhibition, % at 3.39 µM. 0.99% of 340,000 active;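 active = inhibition above the mean over all tested compounds plus 3 SD, cut at about 30% in these data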;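 also: inhibitors block probe labeling of enzyme so polarization drops; 0% = enzyme with DMSO and 100% = wells lacking PAFAH2 protein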
PAD4 inh – human PAD4 inhibitors, primary screen, biochemical, fluorescence polarization, 1536-well format; inhibition, % at 6.36 µM; recombinant PAD4, RCA probe fluorescence polarization; AID 485272, 2010; 0.41% of 330,000 active;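 active = percent inhibition above a cutoff equal to the mean of all tested compounds plus 3 SD, cut at about 15% in these data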;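 also: 0% = PAD4 with RCA probe and DMSO and 100% = probe without PAD4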
pPAFAH FP inh – pPAFAH enzyme inhibitors, primary screen, biochemical, fluorescence polarization, human | recombinant pPAFAH, FP-rhodamine probe fluorescence polarization | inhibition, % at 3.39 µM | AID 463082, 2010 | Platelet-activating factor acetylhydrolase (Homo sapiens), Q13093 | 1.5% of 330,000 active;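 active = inhibition above the mean inhibition across the screen plus 3 SD, cut at about 25% in these data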;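 also: inhibitors block binding of the rhodamine activity-based probe so polarization drops; 0% = enzyme with DMSO and 100% = wells lacking pPAFAH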
Target sequence (Q13093 whole entry, looked up): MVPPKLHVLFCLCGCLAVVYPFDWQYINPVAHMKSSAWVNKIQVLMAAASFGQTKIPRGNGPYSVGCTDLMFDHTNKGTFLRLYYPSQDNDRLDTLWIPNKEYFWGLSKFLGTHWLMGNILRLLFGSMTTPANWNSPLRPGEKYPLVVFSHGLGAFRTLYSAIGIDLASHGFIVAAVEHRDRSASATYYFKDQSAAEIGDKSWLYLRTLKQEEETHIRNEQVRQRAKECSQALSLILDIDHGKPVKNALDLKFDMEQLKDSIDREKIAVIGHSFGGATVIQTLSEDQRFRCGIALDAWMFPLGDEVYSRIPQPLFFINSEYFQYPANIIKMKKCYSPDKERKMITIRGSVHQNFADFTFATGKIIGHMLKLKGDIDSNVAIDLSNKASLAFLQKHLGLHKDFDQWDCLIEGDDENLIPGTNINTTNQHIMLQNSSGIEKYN
LYPLA1 inh – LYPLA1 inhibitors, primary screen, counter-screen for PME1 inhibitor project, biochemical, fluorescence polarization, FP-Rh probe ABPP; Acyl-protein thioesterase 1 (Homo sapiens), O75608; inhibition, % at 5.9 µM; 0.16% of 320,000 active; AID 2174, 2009; recombinant LYPLA1;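 active = inhibition above the mean of all tested compounds plus 3 SD, set per campaign, cut at about 14% in these data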;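 also: inhibitors block serine hydrolase probe labeling of LYPLA1 so polarization falls; 0% = enzyme with DMSO and 100% = wells lacking LYPLA1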
PREPL inhibitor – PREPL enzyme inhibitors, primary screen, biochemical, fluorescence polarization; 0.68% of 320,000 active; inhibition, % at 5.96 µM; recombinant PREPL, fluorescence polarization activity-based probe; Prolyl endopeptidase-like (Homo sapiens), Q4J6C6; in the data active = inhibition above about 43%;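 also: 0% = enzyme with DMSO and 100% = wells lacking enzyme; many of its hits are not listed in these tables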
GSTO1 inh – inhibitors of recombinant GSTO1, primary screen, counter-screen for RBBP9 inhibitor project, biochemical, fluorescence polarization; Glutathione S-transferase omega-1 (Homo sapiens), P78417; activity-based probe fluorescence polarization; inhibition, % at 5.96 µM; 1.1% of 300,000 active; AID 1974, 2009;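 active = inhibition above the campaign mean inhibition plus 3 SD, cut at about 35% in these data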;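 also: 0% = GSTO1-1 with DMSO and 100% = wells lacking GSTO1-1 enzyme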
PAFAH1B3 FP inh – PAFAH1B3 enzyme inhibitors, primary screen, biochemical, fluorescence polarization, human; 0.28% of 340,000 active; Platelet-activating factor acetylhydrolase IB subunit alpha1 (Homo sapiens), Q15102; inhibition, % at 3.39 µM; recombinant PAFAH1B3, FP-rhodamine probe; AID 492972, 2010;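 active = inhibition above the screen-wide average of all tested compounds plus 3 SD, cut at about 25% in these data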;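 also: 0% = enzyme with DMSO only and 100% = wells lacking PAFAH1B3 protein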
Target sequence (Q15102 whole entry, looked up): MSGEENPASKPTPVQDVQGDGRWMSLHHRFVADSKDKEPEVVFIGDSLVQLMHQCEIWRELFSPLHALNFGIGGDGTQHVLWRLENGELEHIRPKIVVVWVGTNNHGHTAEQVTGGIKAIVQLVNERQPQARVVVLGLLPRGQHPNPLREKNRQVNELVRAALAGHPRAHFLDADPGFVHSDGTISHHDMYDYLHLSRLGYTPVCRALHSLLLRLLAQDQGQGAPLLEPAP
LYPLA2 counter – LYPLA2 inhibitors, primary screen, counter-screen for PME1 inhibitor project, biochemical, fluorescence polarization, FP-Rh probe ABPP. Acyl-protein thioesterase 2 (Homo sapiens), O95372. recombinant LYPLA2. inhibition, % at 5.9 µM. 0.38% of 320,000 active. AID 2177, 2009;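 active = inhibition above the screen-wide mean plus 3 SD, limit set per campaign, cut at about 26% in these data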;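 also: 0% = LYPLA2 with DMSO and 100% = wells lacking LYPLA2 enzyme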
PAFAH1B2 FP inh – PAFAH1B2 enzyme inhibitors, primary screen, biochemical, fluorescence polarization, human | recombinant PAFAH1B2, FP-rhodamine activity probe | 1.2% of 340,000 active | inhibition, % at 3.39 µM | Platelet-activating factor acetylhydrolase IB subunit alpha2 (Homo sapiens), P68402;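 active = inhibition above the mean of all tested compounds plus 3 SD, cut at about 24% in these data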;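 also: 0% = enzyme with DMSO and 100% = wells lacking PAFAH1B2; many of its hits are not listed in these tables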
Target sequence (P68402 whole entry, looked up): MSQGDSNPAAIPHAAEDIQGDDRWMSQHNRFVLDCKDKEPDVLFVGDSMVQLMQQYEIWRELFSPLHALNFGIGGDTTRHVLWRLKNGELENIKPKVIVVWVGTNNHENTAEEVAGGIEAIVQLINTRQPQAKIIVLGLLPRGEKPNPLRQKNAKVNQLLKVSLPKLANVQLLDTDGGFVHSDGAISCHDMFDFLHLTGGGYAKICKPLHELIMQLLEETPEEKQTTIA
Numbers without * were called inactive; · = no result given.

nr	structure	PREPL inhibitor	PAFAH2 inh	GSTO1 inh	pPAFAH FP inh	LYPLA1 inh	LYPLA2 counter	PAFAH1B3 FP inh	PAFAH1B2 FP inh	PAD4 inh
1	C[C@@H]1CN([C@@H](C)CO)C(=O)c2cc(N(C)C)ccc2O[C@@H]1CN(C)Cc1ccncc1	10.9	-0.2	·	-1.7	·	·	12.5	-0.1	3.8
2	NS(=O)(=O)c1ccc(CCNC(=O)c2ccc(OCC3CCCO3)cc2)cc1 (stereo unspecified)	0.6	-2.5	-4.5	0.2	-4.7	-3.6	1.7	-3.5	-2.1
3	c1ccc(C(c2ccccc2)N2CCN(c3nc4ccccc4n4cnnc34)CC2)cc1	3.2	·	1.7	1.2	-2.2	-6.9	·	·	-4.2
4	COc1cc(Cl)c(C)cc1NC(=O)CSc1ccccc1	5.3	-2.2	0.3	6.9	0.4	2.2	-0.2	2.2	0.8
5	N=c1oc2cc(O)ccc2cc1C(=O)Nc1ccc(F)cc1	-2.0	12.8	-4.2	0.0	-0.6	0.6	5.7	4.2	-2.7
6	Cc1nc(CN(C)C(=O)c2cc(COc3c(F)cccc3F)on2)cs1	15.5	1.0	0.8	4.0	1.0	2.0	-0.7	-0.8	-4.5
7	CCCn1c2c(c(O)c(C(=O)Nc3ccc(OCC)cc3)c1=O)CCCC2	2.0	-2.9	-0.8	3.0	6.8	7.0	-4.5	0.4	0.0
8	CCOC(=O)C(=NC1CCS(=O)(=O)C1)NNc1cc(Cl)ccc1Cl (stereo unspecified)	13.3	-3.6	8.7	9.1	0.5	-3.8	0.3	-5.2	1.3
9	OCC[C@H]1C[C@H](O)[C@@H](O)[C@@]2(CCCc3ccccc3O2)O1	0.0	2.5	0.6	4.2	-1.5	4.0	0.9	2.3	-2.2
10	COc1cccc(NC(=O)Nc2nnc(CC(=O)NCc3ccccc3)s2)c1	-25.2	-14.2	-5.0	-7.4	-8.9	-9.4	-9.8	-2.9	-2.5
11	Cc1ccc(C2Nc3ccccc3NC3=C2C(=O)CC(C)(C)C3)c(O)c1 (stereo unspecified)	2.2	1.0	16.4	-3.7	2.2	-8.2	5.8	3.1	-1.2
12	O=C(/C=C/c1ccco1)Nc1ccc(Cl)c(S(=O)(=O)N2CCOCC2)c1	-7.5	-7.7	-9.1	-6.5	-3.4	-8.0	-1.3	1.9	4.8
13	COCCCNC(=S)N1CCN(c2nc(-c3ccc(F)cc3)cs2)CC1	16.0	0.9	2.4	6.0	0.1	-5.0	2.9	1.2	3.3
14	CCCCCOC(=O)Nc1nnc(CCCCC)s1	4.1	0.5	-11.7	2.2	-3.3	9.3	-1.0	4.2	3.8
15	COc1cc(-c2nc3cc(C)ccn3c2NC2CCCCC2)ccc1-c1ccc(C(C)=O)cc1	9.6	-2.2	0.1	7.5	-1.3	-3.3	6.8	-0.3	-1.2
16	Cc1ccc2c(Cl)c(C(=O)NCC(c3ccco3)N3CCCC3)sc2c1 (stereo unspecified)	10.1	1.2	2.9	4.7	2.9	-7.0	-8.7	4.6	-0.4
17	N#Cc1ccc(CSc2nnc(NC(=O)c3ccc(=O)[nH]c3)s2)cc1	7.7	-1.6	6.3	6.6	-3.0	3.3	4.7	14.8	-3.1
18	CCOc1cc(Br)c(CC(=O)O)cc1OCC	-1.2	8.7	0.0	1.9	1.1	2.1	11.4	0.5	-0.9
19	O=C(Nc1ccccc1F)Nc1ccccc1Br	-1.1	0.9	5.9	0.1	-3.2	-4.2	7.5	1.7	1.2
20	COc1ccc(S(=O)(=O)NCCN2CCOCC2)c(C)c1C	-1.8	-0.2	2.0	2.1	3.0	6.7	3.4	-0.9	-2.0
21	COc1ccc(-c2cc([C@H]3[C@H]4C=CC[C@@H](C)[C@@H]4C(=O)N3Cc3ccccc3)ccc2F)cc1OC	7.0	0.6	0.9	8.0	-5.5	-3.5	-5.0	-0.9	5.6
22	CCOCCCN(C(=O)Cn1nnc(-c2ccc(OC)c(OC)c2)n1)C(C(=O)NCC1CCCO1)c1ccc(F)cc1 (stereo unspecified)	-6.6	-11.4	32.8	0.3	-4.0	1.8	11.8	0.3	-3.1
23	CCCc1nc2c([nH]1)c(=O)n(C)c(=O)n2C	-8.5	12.3	-1.9	0.5	0.7	0.5	3.9	1.3	-1.5
24	Cn1c(NC(=O)c2cccc(C(F)(F)F)c2)cc(=O)n(C)c1=O	7.5	-4.2	4.0	-1.6	0.9	0.8	0.3	6.0	1.1
25	CN(CC(=O)O/N=C(\N)c1cccc([N+](=O)[O-])c1)S(=O)(=O)c1ccccc1	-8.0	1.7	7.8	-1.5	-4.7	-2.1	0.7	11.0	-4.4
26	Cc1ccc(-c2csc3ncnc(-n4cnc5ccccc54)c23)cc1	-15.1	-8.0	6.7	-0.5	-4.8	0.4	2.3	0.3	-1.6
27	O=C(CN1CCCC1c1ccc2c(c1)OCCO2)NC(=O)Nc1ccccc1 (stereo unspecified)	-3.0	-2.0	·	5.4	4.0	4.1	6.5	2.4	-8.0
28	Cn1c(=O)n(C)c2cc(NC(=O)C(F)(F)F)ccc21	1.9	-1.2	-2.8	2.3	1.2	-0.4	5.7	-0.6	-6.9
29	O=C(CCCN1CC=C(n2c(=O)[nH]c3ccccc32)CC1)c1ccc(F)cc1	6.3	-2.3	-5.3	5.6	-0.4	5.7	4.4	2.2	-1.9
30	COc1ccc(OC)c(NC(=S)N(CCc2c(C)[nH]c3ccccc23)Cc2cccs2)c1	2.8	11.3	4.5	10.8	-3.9	7.3	1.4	-1.5	2.6
31	CCOc1c(Br)cc(C2NC(=O)CCC2[N+](=O)[O-])cc1OC (stereo unspecified)	4.3	8.0	0.8	2.0	1.9	2.8	5.7	-0.6	-5.0
32	COc1cccc(OCCSc2nc3ccccc3c(=O)[nH]2)c1	-1.7	4.2	-46.8	3.0	-3.3	-3.5	-3.0	-1.4	-0.9
33	Cc1cccc(C)c1NC(=O)CN1C(=O)NC(C)(CCc2ccccc2)C1=O (stereo unspecified)	12.3	3.5	-4.8	0.0	2.0	4.7	5.7	7.9	-4.6
34	COc1cc(C(C)=O)ccc1OCCN1CCC(Cc2ccccc2)CC1	-9.2	0.3	4.2	2.6	1.6	8.1	2.6	0.6	2.3
35	COc1cc([C@@H]2C[C@H]3CN(c4ccccc4)C(=O)[C@]34CCCN24)cc(OC)c1OC	-5.7	-5.2	3.9	-1.6	1.3	-3.5	-5.3	-1.3	-7.8
36	Cc1ccc(NC(=O)N2CCC(C(=O)c3ccc(F)cc3)CC2)cc1	-3.1	-17.3	-1.3	2.2	-2.7	-0.4	-7.4	4.6	3.7
37	COc1ccc(Cc2noc(CN(C)Cc3ccc(-n4cccn4)cc3)n2)cc1OC	-17.1	1.3	-1.7	-0.9	2.3	1.3	8.5	4.9	-1.7
38	CC(NC(=O)c1ccco1)C(=O)N1CCN(c2ccccc2)CC1 (stereo unspecified)	-1.2	8.3	3.9	2.9	5.3	2.4	5.9	4.8	1.2
39	Cc1onc(-c2ccccc2Cl)c1C(=O)OCC(=O)c1c(N)n(C)c(=O)n(C)c1=O	-4.0	-0.6	5.8	-1.1	-2.6	3.8	1.1	1.7	-5.0
40	CC(=O)NN(O)C1N(C)C(=O)N(Cc2ccccc2)C1(C)C (stereo unspecified)	0.9	10.5	-0.9	-2.8	-1.9	2.5	6.7	9.1	1.6
41	Cc1c(C(=O)O)cccc1-n1c(C)cc(C=O)c1C	10.1	8.5	0.4	-2.0	6.5	3.0	8.8	2.3	-0.5
42	C=CC[C@@H](CC(=O)N[C@@H](CO)Cc1ccccc1)C(=O)NC[C@H](OC(=O)[C@@H](CC=C)Cc1ccc(F)cc1)c1ccccc1	1.5	-0.2	·	3.9	·	·	9.9	1.7	-2.9
43	Clc1cccc(CSC2=NCCCN2)c1	-4.9	-1.2	-9.0	-5.4	-0.2	-7.6	0.1	2.4	-0.7
44	Cc1ccc(CNC(=O)C(=O)NCC2OCCN2S(=O)(=O)c2ccc3c(c2)OCCO3)cc1 (stereo unspecified)	-15.2	-3.1	-4.3	-3.7	-1.3	1.9	10.7	3.4	-7.2
45	CNC(=O)COC(=O)c1ccc(Cl)c(S(=O)(=O)N2CCCC2)c1	-3.8	11.4	4.1	-0.2	3.3	27.5*	-1.3	12.8	5.7
46	Cc1ccc(NCCC(=O)c2ccc(Cl)cc2)cc1C	16.6	-4.0	-3.6	1.9	1.5	2.0	-1.3	4.5	-2.8
47	O=S(=O)(NCC1CCCO1)c1ccc(-c2ccc(Cl)cc2)cc1 (stereo unspecified)	-33.2	5.1	-6.3	23.4	5.5	7.5	4.6	5.3	-8.3
48	CC(C(=O)O)N1C(=O)c2cccc3cccc1c23 (stereo unspecified)	-3.3	3.6	20.4	-1.2	0.7	-7.8	5.6	0.5	-1.2
49	Cc1ccc(S(=O)(=O)NC2CCCCCCC2)cc1	-8.3	-1.9	5.7	13.2	1.5	1.6	9.5	21.0	-0.7
50	C[C@@H]1C=C(C(=O)NCc2ccccc2)O[C@H](OCc2ccc(CO)cc2)C1	1.2	3.5	3.4	-1.7	-0.2	-5.7	2.8	3.4	2.6

Next part
nr	structure	PREPL inhibitor	PAFAH2 inh	GSTO1 inh	pPAFAH FP inh	LYPLA1 inh	LYPLA2 counter	PAFAH1B3 FP inh	PAFAH1B2 FP inh	PAD4 inh
51	CCOc1ccc(-n2cccc2C=O)cc1	-5.8	-1.1	5.7	4.4	-4.2	-0.5	-5.7	2.6	-0.5
52	O=C(c1ccc2c(c1)OCCO2)N1CCCC(CNS(=O)(=O)c2cccs2)C1 (stereo unspecified)	-2.9	4.3	13.2	4.9	3.4	1.5	3.8	12.3	-1.1
53	Cc1cc(C)cc(COn2ccnc2)c1	-4.2	7.6	9.3	1.7	0.5	1.4	5.5	1.2	0.4
54	CC1(c2ccccc2)NC(=O)N(CC(=O)N(c2ccccc2)C2CCS(=O)(=O)C2)C1=O (stereo unspecified)	35.9	2.8	·	-1.9	·	·	8.7	9.3	-2.0
55	O=C(Nc1cc([N+](=O)[O-])ccc1O)c1cccc(C(=O)Nc2cc([N+](=O)[O-])ccc2O)c1	6.2	33.4*	-21.9	15.1	-2.2	-2.2	33.9*	14.9	-1.8
56	COc1cc(NC(=O)c2ccc(C)cc2C)ccc1NC(=O)c1cc2ccccc2o1	8.5	-9.8	3.4	-1.6	0.1	0.0	5.8	4.0	-1.5
57	CC[n+]1ccc(C)c2cc(S(=O)C(F)(F)F)ccc21 (stereo unspecified)	28.1	-2.4	-5.0	11.6	3.8	5.2	4.3	4.0	-0.6
58	Cc1cc(NC(=O)CSCC(=O)N(C)Cc2ccc(Cl)c(Cl)c2)no1	8.4	-4.8	0.5	-0.9	-4.3	2.4	1.5	0.1	4.6
59	Cc1cccc(C)c1Nc1nnc(SCC(=O)NCc2ccco2)s1	0.3	4.3	-0.5	5.7	1.6	2.3	3.4	0.4	-0.6

These rows are one share of the data. The share of hits here may be higher or lower than overall.
